Source: PubChem BioAssay (several laboratories)
TbMetRS inhib = Trypanosoma brucei MetRS inhibition; inhibition, % at 11.9 µM; 0.4% of 360,000 active; purified T. brucei MetRS, ATP depletion, Kinase-Glo luminescence;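 active = inhibition above a per-plate cutoff of the control wells' mean inhibition plus 3 SD, cut at about 5.5% in these data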;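 also: 0% = DMSO wells median and 100% = median of wells with control inhibitor compound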
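Assay system: T. brucei methionyl-tRNA synthetase, purified | Medium: HEPES buffer with MgCl2, KCl, DTT, spermine, BSA, pyrophosphatase | Compound: 11.9 µM single point | Incubation: 15 min enzyme-compound preincubation, 2 h reaction, 10 min detection, 25 °C | Measured by: Kinase-Glo luciferase luminescence reporting remaining unconsumed ATP | Measure: % inhibition normalized to control-well medians | Replication: Singlicate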
SKN-1 inh = inhibitors of C. elegans SKN-1. AID 624304. C. elegans VP596 Pgst-4::GFP/RFP ratio, acrylamide-induced, 24 h. 0.49% of 360,000 active. inhibition, % at 21.8 µM;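 active = interference check ratio from 0.5 to 1.5 plus GFP to RFP signal ratio inhibition reaching or exceeding a fixed threshold, cut at about 30% in these data, passing the limit was not always enough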; also: some compounds called inactive have numbers as strong as hits
Scp-1 inhibitor = Scp-1 (human) phosphatase inhibition | Recombinant Scp1, phosphopeptide, malachite green phosphate absorbance | 0.88% of 340,000 active | inhibition, % at 20 µM | AID 493091;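 active = inhibition above about 50% at 20 µM, limit read from the data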;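 also: plate controls were DMSO wells with enzyme for no effect and wells lacking enzyme for full effect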
Target sequence (Q9GZU7 76-261 limits assumed): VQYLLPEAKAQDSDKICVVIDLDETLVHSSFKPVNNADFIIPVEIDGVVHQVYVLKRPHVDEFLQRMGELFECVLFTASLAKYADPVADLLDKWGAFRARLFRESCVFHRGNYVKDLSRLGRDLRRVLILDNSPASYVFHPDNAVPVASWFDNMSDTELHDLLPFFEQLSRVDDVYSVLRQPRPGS
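Material – SCP-1 phosphatase catalytic domain, residues 76-261 · Buffer or medium – Acidic Tris acetate buffer with magnesium and detergent · Also added – Phospho 17-mer peptide substrate · Compound – single 20 µM dose, 1% DMSO · Times – 45 min room-temperature reaction, 5 min colour, 30 min stabiliser · Technique – Phosphate-binding colour reagent, absorbance read at 630 nm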
DNMT1 block = blocks human DNA methyltransferase DNMT1; P26358; DNMT1 molecular beacon, Hinp1I cleavage, fluorescence; inhibition (reported as % activation of signal), % at 10 µM; 0.83% of 360,000 active; in the data active = inhibition above about 50%
SUMO1-SIM PPI = alters human SUMO1 binding to SIM partners; AID 602429; P63165; 0.33% of 360,000 active; inhibition, % at 20 µM; SUMO1 binding to a labelled peptide, TR-FRET, 1 h; in the data active = inhibition above about 37%
LMPTP block = LMPTP (human) inhibition; P24666; recombinant LMPTP-A, OMFP fluorogenic substrate, fluorescence intensity; 0.22% of 360,000 active; inhibition, % at 20 µM; AID 651560;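 active = compounds that cut the enzyme signal by at least half of the control window in the single-dose screen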;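 also: plate controls were DMSO wells with enzyme plus substrate for no effect and substrate without enzyme for full effect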
Target sequence (P24666 whole entry, looked up): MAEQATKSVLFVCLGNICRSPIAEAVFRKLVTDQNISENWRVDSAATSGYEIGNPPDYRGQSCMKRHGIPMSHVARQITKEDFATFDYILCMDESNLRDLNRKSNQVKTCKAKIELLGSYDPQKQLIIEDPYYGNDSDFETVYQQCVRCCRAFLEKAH
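Assay system: LMPTP-A enzyme. Input: 0.625 nM LMPTP-A final. Probe or stimulus: 400 µM OMFP. Compound dosing: single 20 µM dose. Schedule: 50 min dark incubation at room temperature. Detection: fluorescence intensity of OMFP turnover product. Read-out: percent inhibition versus substrate-only and uninhibited controls. Benchmarks: no-enzyme low control, uninhibited high control.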
NRP1-CendR mod = NRP-1/CendR interaction modulation; O14786; FAM-RPARPAR peptide binding to NRP-1, fluorescence polarization; inhibition, % at 25 µM; 0.85% of 360,000 active;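 active = inhibition or corrected inhibition above about 18%, plus a signal ratio from 0.5 to 1.5, limit read from the data, passing the limit was not always enough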; also: strong numbers were not always called active
STEP block = inhibitors of human striatal-enriched phosphatase STEP; AID 588621; 0.25% of 360,000 active; recombinant STEP, OMFP fluorogenic substrate, fluorescence; inhibition, % at 20 µM;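 active = inhibition at 20 µM, scaled per plate between control wells, above about 37%, limit read from the data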;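 also: 0% = DMSO with enzyme and substrate and 100% = substrate only without enzyme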
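Also added – OMFP at 25 µM · Test system – STEP tyrosine phosphatase · Technique – FITC-channel fluorescence of OMFP product · Schedule – 20 min at room temperature, dark · Evaluation – control-normalized % inhibition with plate pattern correction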
NadD block = blocks S. aureus nicotinate mononucleotide adenylyltransferase | purified NadD enzyme, colorimetric absorbance read-out | 0.78% of 360,000 active | inhibition, % at 20 µM | AID 602399; in the data active = inhibition above about 26%; also: some compounds past the cut are filed as inactive
Neddylation inh = inhibitors of human cullin neddylation; P61081+Q13564; TR-FRET cullin neddylation, biochemical; calls only at 25 µM; 0.58% of 360,000 active; in the data active = inhibition above about 36%
Target sequence (P61081 whole entry, looked up): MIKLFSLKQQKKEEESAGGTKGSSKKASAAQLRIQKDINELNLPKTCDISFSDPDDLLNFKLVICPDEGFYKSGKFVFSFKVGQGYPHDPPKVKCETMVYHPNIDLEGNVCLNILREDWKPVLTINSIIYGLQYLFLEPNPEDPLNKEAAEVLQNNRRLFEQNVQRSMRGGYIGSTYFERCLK
Target sequence (Q13564 whole entry, looked up): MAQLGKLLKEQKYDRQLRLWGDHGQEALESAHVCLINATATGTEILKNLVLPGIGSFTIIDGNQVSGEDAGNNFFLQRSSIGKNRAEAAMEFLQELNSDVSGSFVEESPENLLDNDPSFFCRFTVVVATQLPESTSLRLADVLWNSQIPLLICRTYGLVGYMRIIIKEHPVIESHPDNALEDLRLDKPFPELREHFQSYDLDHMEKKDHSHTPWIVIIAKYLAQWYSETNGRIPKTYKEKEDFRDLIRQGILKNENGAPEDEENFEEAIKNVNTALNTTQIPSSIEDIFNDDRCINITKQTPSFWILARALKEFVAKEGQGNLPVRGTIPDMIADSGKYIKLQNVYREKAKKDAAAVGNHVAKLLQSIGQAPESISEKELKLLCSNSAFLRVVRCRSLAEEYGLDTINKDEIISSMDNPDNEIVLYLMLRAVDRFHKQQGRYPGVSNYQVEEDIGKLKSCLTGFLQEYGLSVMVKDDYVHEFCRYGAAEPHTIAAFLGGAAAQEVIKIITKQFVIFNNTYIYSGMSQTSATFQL
Numbers without * were called inactive; i = inactive; x = no result given; + = active, no number; & = joins results of further samples.

SMILES	TbMetRS inhib	SKN-1 inh	Scp-1 inhibitor	DNMT1 block	SUMO1-SIM PPI	LMPTP block	NRP1-CendR mod	STEP block	NadD block	Neddylation inh
CC(=O)Nc1cccc(OCCCNC(=O)c2ccc(C(C)(C)C)cc2)c1	-0.2	-17.6	-10.7	-4.6	2.4	0.4	-1.7	-0.5	-9.4	i
COc1ccccc1-c1nnc(SCC(=O)Nc2ccc(Cl)cc2Cl)o1	0.4	14.7	-10.3	-3.3	8.3	0.5	-7.7	-2.8	1.2	i
CCNc1nc(N)nc(Oc2ccc(OCc3ccccc3)nn2)n1	-1.0	10.9	3.1	0.0	-1.7	-2.9	8.6	-1.8	2.6	i
O=C(NN=C1C2CC3CC(C2)CC1C3)c1cccs1	-0.1	7.0	-10.2	2.2	2.8	-0.6	13.6	0.5	-2.3	i
CCCCCc1nc(N)c(C#N)c(-c2ccco2)c1CCCC	-1.1	-4.5	15.5	10.0	1.5	1.8	2.1	0.4	-0.2	i
COC(=O)[C@]1(Cc2ccccc2)N[C@H](CN(C)S(=O)(=O)c2ccc(F)cc2)[C@@H]2C(=O)N(C)C(=O)[C@@H]21	-0.3	6.1	-0.1	2.9	0.0	-0.3	-4.0	-3.3	-1.5	i
CC[C@]1(C(=O)OC)[C@H]2C(=O)N(C)C(=O)[C@H]2[C@H]2CN(C)C(=NCc3ccccc3)N21	-0.4	3.7	4.1	0.3	-0.8	-2.7	0.3	-3.0	0.9	i
COc1ccc(-c2cc(C(=O)NCC(c3ccco3)N(C)C)c3ccccc3n2)cc1OC (centres undefined)	-0.1	-10.3	-9.5	0.5	-8.3	0.0	-1.9	-2.1	-1.2	+
COc1ccc(Cl)cc1C(=O)NNC(=O)CNC(=O)c1ccc(C)s1	-0.3	10.8	-7.7	-2.6	6.7	-1.6	5.9	-2.1	-3.1	i
CCn1nc(C)c(CNC(=O)c2cc(COc3cncc(Cl)c3)on2)c1C	-0.2	-10.1	-11.0	2.2	-0.9	-0.3	13.4	-2.9	-5.1	i
COc1ccc(CCN(Cc2cc3cccc(C)c3[nH]c2=O)C(=O)N2CCCC2)cc1OC	-1.3	-17.2	3.4	-0.8	-1.7	0.5	3.9	0.1	4.8	i
COC(=O)Cn1cnc2sc(C)c(S(=O)(=O)N3CCN(c4ccccc4OC)CC3)c2c1=O	-0.2	2.2	0.0	-1.1	0.9	-0.6	11.7	-3.4	6.1	i
Cc1ccc(-c2csc(NC(=O)c3ccc(F)cc3)c2C(=O)O)cc1	-0.2	3.0	-16.6	-0.6	5.9	-1.2	-13.4	2.9	-2.0	i
CCc1ccccc1NC(=O)CN(C)C(=O)COc1ccc(C)nc1[N+](=O)[O-]	0.3	2.0	-1.3	7.1	-4.5	1.7	6.0	-6.1	1.8	i
Cc1cc([N+](=O)[O-])ccc1N(C)C	-1.3	22.1	2.7	4.1	-9.1	-1.2	-4.3	-3.4	-2.9	i
O=C(NCCc1ccccn1)c1nc(Cn2ccc([N+](=O)[O-])n2)no1	-0.2	6.3	-3.1	2.8	-3.7	-0.4	6.9	1.1	-6.0	i
Cc1ccc(-n2ncc(C(=O)NCC3CCN(C4CCCC4)C3)c2C2CCN(C(=O)OC(C)(C)C)CC2)cc1C (centres undefined)	0.3	3.3	-9.6	0.7	-7.7	-1.7	3.6	2.1	7.1	i
O=C(N/N=C/c1ccccc1)c1ccco1	-0.2	-8.3	-1.2	-1.1	0.7	-0.9	2.2	-1.5	1.7	i
O=[N+]([O-])c1ccccc1-c1ccc(CN2CCN(c3ccccc3)CC2)o1	-0.1	25.0	-2.8	-7.0	9.9	-0.2	-7.9	-2.0	-0.2	i
COc1ccc(C(=O)Nc2cc(S(=O)(=O)N3CCCCC3)ccc2OC)cc1	-0.4	0.1	-2.8	1.4	1.9	-0.6	-3.8	-0.8	0.0	i
CN(c1ccc(C(=O)N2CCN(Cc3ccc4c(c3)OCO4)CC2)cc1)S(=O)(=O)c1ccccc1	-0.8	17.0	-8.4	-5.7	-2.6	-1.3	-3.6	0.9	8.1	i
CC(=O)Nc1ccc(NC(=O)COc2ccc(S(=O)(=O)NC(C)c3ccccc3)cc2)cc1 (centres undefined)	0.0	0.2	-1.9	-5.4	-1.7	-0.7	-1.4	-3.8	2.8	i
CC[C@@H]1Cc2[nH][nH]c(=O)c2[C@@H](c2ccc(F)cc2)O1	-0.4	5.1	x	x	8.4	1.1	8.9	x	-5.6	i
C[C@@H]1CCC[C@]2(O[C@@H](CCO)C[C@@H](O)[C@@H]2O)O1	-0.4	-10.2	-10.3	-3.5	-0.5	-4.6	10.0	-0.9	0.9	i
CN(C)c1ccc(C(c2nnnn2C(C)(C)C)N2CCN(C(=O)c3ccco3)CC2)cc1 (centres undefined)	-1.1	11.8	1.1	-2.1	0.9	2.3	-11.7	2.0	0.3	i
CCN1C(=O)c2cccc3c(S(=O)(=O)N(C(=O)c4cccnc4)c4ccc(OC)cc4)ccc1c23	-0.6	1.8	13.1	1.5	-17.8	0.7	11.9	1.2	10.3	i
COc1cnc(-c2ccccn2)nc1Sc1ccccc1Cl	-0.8	-6.9	-5.2	-3.6	3.9	2.8	4.0	1.1	12.0	i
CC1CCCCN1C(=O)CSc1nnc(-c2ccco2)n1C (centres undefined)	0.3	4.7	-9.3	0.6	2.2	-1.1	-9.6	-1.6	-1.7	i
CCOC(=O)c1c(NC(=O)C[n+]2ccc(Cc3ccccc3)cc2)sc(C)c1C	0.0	-3.4	9.2	3.1	-18.9	1.7	-5.5	0.8	19.7	i
O=C(c1ccc2ccccc2c1)c1c[nH]cc1-c1ccccc1	0.1	-5.1	-8.8	-4.3	-2.9	1.2	5.0	-4.6	-4.7	i
COc1cc(CNC(=O)Nc2nc(C(N)Cc3ccc(C(F)(F)F)cc3)cs2)cc(OC)c1OC (centres undefined)	-0.2	0.0	x	-16.4	-11.3	1.0	-4.2	3.5	8.4	i
CCCN1CCN(C(=O)CCCNC(=O)Cn2cnc3sc(C)c(C)c3c2=O)CC1	-0.2	-7.0	-3.6	1.4	-4.7	-0.4	25.9*	-6.4	7.2	i
CC(C)C(=O)Nc1cccc(-c2cn3ccsc3n2)c1	-0.8	-9.3	1.0	0.2	-3.9	-2.3	1.6	1.8	-3.8	i
OC1CCCN(Cc2c3ccccc3cc3ccccc23)C1 (centres undefined)	-0.7	9.6	-2.6	33.5	-19.2	-2.1	3.5	-1.4	-9.1	+
CC(=O)N1CC=C2C(C#N)=C(N)C(C#N)(C#N)C(C)C2C1 (centres undefined)	-0.5	-15.7	-5.0	-3.5	-0.9	1.8	4.5	-2.9	-4.4	i
CCOC(=O)C1(Cc2ccc(Cl)cc2)CCN(CCCn2cccn2)CC1	-1.0	-0.1	2.2	-1.0	-0.3	-0.6	-1.6	-3.2	-10.1	i
CN(C)c1ccc(NC(=O)CN2CCN(CC(=O)Nc3ccc(F)cc3)CC2)cc1	-1.2	2.0	-11.9	-7.0	-2.2	0.1	5.3	-5.4	6.4	i
O=C(CSc1n[nH]c(-c2cccnc2)n1)Nc1ccnc2ccccc12	1.2	-11.3	-5.0	-7.0	2.5	0.5	-6.1	-1.4	2.9	i
CCOC(=O)CSc1nnc(C2CCCCC2)n1C	-0.3	11.1	-11.3	3.1	4.6	-3.3	-17.9	-4.8	5.6	i
Cc1csc(SC(C)C(=O)NCC2CCCCC2)n1 (centres undefined)	0.6	2.2	-10.7	0.8	3.4	-0.3	-4.9	-5.3	4.9	i

Reformatted: two of the compounds above
Order of values: TbMetRS inhib, SKN-1 inh, Scp-1 inhibitor, DNMT1 block, SUMO1-SIM PPI, LMPTP block, NRP1-CendR mod, STEP block, NadD block, Neddylation inh
CC(=O)N1CC=C2C(C#N)=C(N)C(C#N)(C#N)C(C)C2C1 (centres undefined)
  -0.5, -15.7, -5.0, -3.5, -0.9, 1.8, 4.5, -2.9, -4.4, i
O=C(CSc1n[nH]c(-c2cccnc2)n1)Nc1ccnc2ccccc12
  1.2, -11.3, -5.0, -7.0, 2.5, 0.5, -6.1, -1.4, 2.9, i

(listing goes on)
SMILES	TbMetRS inhib	SKN-1 inh	Scp-1 inhibitor	DNMT1 block	SUMO1-SIM PPI	LMPTP block	NRP1-CendR mod	STEP block	NadD block	Neddylation inh
O=C1C(Cc2ccccc2)Nc2ncnc(N3CCOCC3)c2N1Cc1ccc(Cl)cc1 (centres undefined)	-0.3&0.0	1.2&4.0	-5.8	-0.6&1.2	-1.3&-1.5	-0.7&-0.1	2.8&-2.8	-0.7&-1.1	3.1&4.2	i
O=C(NC1=NCCS1)c1cc(-c2cccc(Br)c2)nc2ccccc12	-0.7	14.1	3.7	-4.5	-4.6	4.9	-2.8	-5.0	6.6	i
Cc1cccc(NC(=O)CN(C2=NC3CS(=O)(=O)CC3S2)c2ccccc2F)c1 (centres undefined)	0.0	7.6	-11.2	-5.2	-3.5	-0.6	6.4	-1.2	2.2	i
O=C(c1cnn2ccccc12)N1CCc2ccccc21	0.5	-20.0	-9.1	0.4	-0.6	0.2	-0.3	2.0	-5.4	i
O=C(CCNC(=O)c1ccc([N+](=O)[O-])cc1)NCCCN1CCCC1=O	-0.4	-8.7	0.0	1.0	-31.0	-1.5	-6.7	-0.3	-6.2	i
COc1ccc(NC(=O)CCNS(=O)(=O)c2cccc3nonc23)c(OC)c1	-0.6	11.6	1.8	0.1	-24.5	-0.5	7.9	-1.6	-8.7	i
O=C(O)c1cccc2c1C(=O)N(C1CCCCC1)C2	-0.2	8.8	24.0	16.0	4.3	-1.0	-12.2	0.8	2.2	i
O=C(NCCN1CCN(c2cccc(Cl)c2)CC1)c1ccc(CSc2nc3ccncc3[nH]2)cc1	0.1	7.1	-0.8	-10.6	4.6	83.4*	-2.6	0.6	12.3	i
CCCN1CCN(CCCNC(=O)c2ccc3c(Cl)c4c(nc3c2)CCCC4)CC1	-0.8	0.4	-9.1	-0.5	-23.2	-1.4	3.3	0.5	-9.7	i
CC(C)(C)C1CCc2onc(C(=O)Nc3ccc(F)cc3F)c2C1 (centres undefined)	-0.8	-1.2	-1.5	-6.0	-2.0	2.6	-5.4	1.5	-13.3	i
COC(=O)CN(c1ccc(C)c(Cl)c1)S(C)(=O)=O	-0.2	8.6	5.2	-2.3	4.7	-0.8	-3.0	0.2	2.9	i
CC(C(=O)NCc1cccc(Cl)c1)N1C(=O)c2ccccc2C1=O (centres undefined)	-0.6	-6.1	-3.0	5.8	-2.2	-0.6	16.1	-0.2	0.7	i
CCCOc1ccc(C(CC(=O)O)NC(=O)C23CC4CC(CC(C4)C2)C3)cc1 (centres undefined)	-0.9	-0.1	-12.9	1.4	2.3	-1.2	-19.9	-5.4	-4.9	i
Cc1ccc2c(c1)Sc1ccccc1CC2=O	-0.6	0.7	-7.0	-3.8	-5.4	2.6	-12.0	-1.1	-10.1	i

An unsorted share of the library; any-hit rate near 4.6%.
